High-throughput results from PubChem.
TRPC6 activator – activates the mouse TRPC6 cation channel; Q61143; HEK293-TRPC6 membrane potential dye fluorescence; hits give high values; B-score at 10 µM; 310,000 tested, 0.13% active;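 active = B-score of the integrated fluorescence ratio above library mean plus 3 SD, and starting fluorescence ratio within library mean plus 5 SD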;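 note: higher score means more depolarization so channel activation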
Platelet DG rel – modulates dense granule release in human platelets | 300,000 tested, 0.22% active | human platelet-rich plasma, SFLLRN dense granule ATP release, luminescence | AID 1663 | inhibition, %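 (compounds screened at 7.5 µM in platelet-rich plasma)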;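 active = mean replicate score, as percent of positive control, at or above 50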
MrgX1 ag – agonists of human MrgX1 receptor; MrgX1-HEK293 cells, Fluo-4 calcium fluorescence, agonist mode; hits give high values; B-score at 10 µM; 310,000 tested, 0.44% active;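 active = calcium response B-score plate-corrected fluorescence ratio at least 3 library SD, with starting fluorescence B-score inside 5 SD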
Target sequence (Q96LB2 whole entry, looked up): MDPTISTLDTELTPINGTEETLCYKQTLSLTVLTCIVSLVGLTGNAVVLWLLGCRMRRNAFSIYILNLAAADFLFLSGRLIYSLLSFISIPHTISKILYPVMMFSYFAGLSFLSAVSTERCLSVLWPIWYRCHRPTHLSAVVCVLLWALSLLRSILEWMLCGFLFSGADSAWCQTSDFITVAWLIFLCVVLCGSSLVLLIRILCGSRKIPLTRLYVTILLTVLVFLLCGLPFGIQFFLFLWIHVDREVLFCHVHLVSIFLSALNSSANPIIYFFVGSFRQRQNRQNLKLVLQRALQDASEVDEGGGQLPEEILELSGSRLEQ
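Material – MrgX1-expressing HEK293 cells · Input – 15,000 cells seeded per well · Dosing – compound as first of three additions · Times – overnight seeding, then 1 h dark dye loading · Measured by – kinetic Fluo-4 NW fluorescence of intracellular calcium · Read-out – B-scored fluorescence response ratio · Benchmarks – positive and negative control wells on each plate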
MrgX1 antagonist – antagonists of human MrgX1 receptor | Q96LB2 | MRGX1-HEK293 calcium flux, Fluo-4, BAM8-22 antagonism; hits give low values | B-score at 10 µM | 310,000 tested, 1.3% active | AID 588676;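 active = calcium-response B-score plate-corrected more than 3 library SD below zero, starting fluorescence within 5 deviations, no agonist response on first addition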;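 note: peak minus trough fluorescence over baseline after final BAM8-22 challenge near maximal dose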
RGS4 pot – RGS4 potentiation or activation; HEK293 M3R/inducible RGS4, carbachol calcium flux Fluo4; hits give low values; B-score at 10 µM; 310,000 tested, 0.92% active;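 active = B-score of the integrated calcium signal more than 4 SD below the library mean, with starting fluorescence not abnormally high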;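 note: negative B-score means reduced calcium response which marks RGS4 activation or potentiation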
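Reagent: ECmax carbachol challenge; Test system: M3R-expressing HEK293 line, RGS4 induced by doxycycline; Schedule: overnight RGS4 induction, 30 min dye load 37 °C, 20 min compound RT; Detection: calcium dye Fluo4 fluorescence; Read-out: Agonist-evoked peak-minus-minimum fluorescence over baseline, integrated ratio, B score.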
SKKanGAS inh – inhibitors of SKKanGAS S. pyogenes growth in kanamycin (SK-promoter or general growth effect). BacTiter-Glo, 6 h. AID 1662. inhibition, % at 7.5 µM. 300,000 tested, 1.3% active;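 active = mean replicate score, as percent of positive control median, at least 50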;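 note: strain carries kanamycin resistance gene driven by streptokinase promoter and grows in 40 µg/ml kanamycin; loss of luminescence reflects streptokinase promoter inhibition or plain growth inhibition; 0% = median of DMSO wells and 100% = positive control at its reference dose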
TRPC4 block – blocks the mouse TRPC4 cation channel; Q9QUQ5; HEK293 TRPC4beta/mu-opioid, DAMGO-evoked Fluo4 calcium flux; hits give low values; B-score at 10 µM; 300,000 tested, 0.39% active; AID 2247;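 active = B-score over 3 SD under the library average, no early fluorescence shift, positive overall ratio signal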
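Material: HEK293 cells with stable TRPC4beta plus mu-opioid receptor expression; probe or stimulus: DAMGO in two steps, submaximal then maximal; technique: Fluo4 calcium fluorescence by kinetic imaging, 5 s 1 Hz baseline; measure: integrated fluorescence ratio relative to baseline, converted to per-well B score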
TRPC6 inhibitor – blocks the mouse TRPC6 cation channel; Q61143; HEK293-TRPC6, membrane potential dye, ACh-evoked depolarization; hits give low values; B-score at 10 µM; 310,000 tested, 1.1% active;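 active = B-score under library mean minus 3 SD, initial fluorescence not abnormally high, positive integrated signal ratio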;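 note: B-score derived from integrated fluorescence ratio over the kinetic read; more negative B-score means stronger inhibition of depolarization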
HIF activator – HIF pathway transcriptional activation; U2OS HRE-luciferase reporter, luminescence; normalized: DMSO 0%, desferrioxamine 100%; activation, % at 7.5 µM (by protocol); 300,000 tested, 0.32% active; AID 1910;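 active = mean activation of at least 10% of the iron chelator positive control signal, with at least half of replicates also reaching 10%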
RGS4 inh – inhibitors of human RGS4; 310,000 tested, 0.45% active; B-score at 10 µM; P49798; HEK293 M3R/RGS4 inducible, Fluo-4 calcium flux; hits give high values; triggered by carbachol at its EC20;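 active = B-score, a plate-corrected calcium signal, over three deviations above library mean, with baseline fluorescence within five deviations of library mean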;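 note: RGS4 expression induced by doxycycline in cells with stable M3 receptor; B-score is computed from the integrated fluorescence ratio over baseline after carbachol; higher B-score means a larger calcium signal and so more RGS4 inhibition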
Target sequence (P49798 whole entry, looked up): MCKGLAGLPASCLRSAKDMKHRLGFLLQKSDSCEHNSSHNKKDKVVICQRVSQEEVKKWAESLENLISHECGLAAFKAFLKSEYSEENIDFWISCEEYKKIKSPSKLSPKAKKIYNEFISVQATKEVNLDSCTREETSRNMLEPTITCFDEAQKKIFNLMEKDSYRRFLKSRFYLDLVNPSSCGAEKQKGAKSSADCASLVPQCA
MrgX1 PAM – human MrgX1 positive allosteric modulation, primary screen. 310,000 tested, 0.63% active. AID 588675. MrgX1-HEK293, Fluo-4 calcium flux, FDSS; hits give high values. B-score at 10 µM;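 active = plate-corrected calcium response at least 3 library SD above typical, normal starting fluorescence, not activating the receptor alone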;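 note: compound read alongside a low EC10 to EC30 dose of BAM8-22 agonist; peak minus trough fluorescence over baseline measured at the second addition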
* marks the source's active call; other numbers are inactive results; i = inactive; . = not tested or not shown; & = joins results of further samples. Rows were taken by chance. About 6.1% of those tested had a hit in this group.

SMILES | TRPC6 activator | Platelet DG rel | MrgX1 ag | MrgX1 antagonist | RGS4 pot | SKKanGAS inh | TRPC4 block | TRPC6 inhibitor | HIF activator | RGS4 inh | MrgX1 PAM
COc1c(S(=O)(=O)N2CCN(c3ccc(F)cc3)CC2)ccc(Cl)c1Cl | i | 0 | i | i | i | -4 | i | i | 0.5 | i | i
Clc1ccsc1-c1ccnc(-n2cccc2)n1 | i | -41 | i | i | i | -6 | i | i | 1.2 | i | i
CCNC(=O)CSc1nnc(-c2ccccc2Br)n1-c1cccc(C(F)(F)F)c1 | i | 2 | i | i | i | 5 | i | i | -0.1 | i | i
COc1ccc(NS(=O)(=O)c2ccc(N3CCCC3)c(NC(=S)Nc3ccc(SC(F)F)cc3)c2)cc1 | i | 17 | i | i | i | 10 | i | i | -0.6 | i | i
CCOc1ccc(C(=O)NCC(=O)OCc2ccc(F)cc2Cl)cc1 | i | -4 | i | i | i | -8 | i | i | -0.2 | i | i
O=C(Cc1n[nH]c(=O)c2ccccc12)OCC(=O)c1ccc(F)c(F)c1 | i | 6 | i | i | i | 18 | i | i | -0.7 | i | i
c1ccc(CN2CCOCCOCCOCCOCC2)cc1 | i | 15 | i | i | i | 0 | i | i | 0.2 | i | i
Cc1ccc(S(=O)(=O)N=Nc2c(O)[nH]c3ccccc23)cc1 | i | 5 | i | i | i | -2 | i | i | -0.4 | i | i
COc1ccc(C(=O)NNC(=O)CSc2ccccc2)cc1 | i | 8 | i | i | i | -4 | i | i | 2.5 | i | i
COc1ccc(CCNC(=O)COC(=O)c2cc(S(=O)(=O)NCc3ccccc3)ccc2O)cc1OC | i | 0 | i | i | i | 0 | i | i | 0.2 | i | i
O=C(CS(=O)(=O)c1cn(Cc2ccc(F)cc2)c2ccccc12)N1CCCCC1 | i | 0 | i | i | i | 1 | i | i | -0.2 | i | i
CC(C)C(=O)N=C1SC2CS(=O)(=O)CC2N1Cc1ccc(Cl)cc1 (configuration not stated) | i | -13 | i | i | i | 2 | i | i | 0.4 | i | i
CC(=O)Nc1ccc(NCN2C(=O)[C@@H]3[C@H]4CC[C@H](C4)[C@@H]3C2=O)cc1 | i | -39 | i | i | i | -7 | i | i | 0.2 | i | i
CCc1nnc(NC(=O)CSc2ncc(-c3ccccc3)n2C)s1 | i | -2 | i | i | i | 8 | i | i | -0.1 | i | i
CCOC(=O)c1ccc(NC(=S)NNC(=O)COC)cc1 | i | 1 | i | -7.9* | i | 1 | i | i | 0.3 | i | i
CC(=O)/C(=N\Nc1ccc(Cl)cc1Cl)Sc1cccc2cccnc12 | i | 10 | i | i | i | 35 | i | i | 0.8 | i | i
COc1cc(C(=O)N/N=C2\CCS(=O)(=O)c3ccc(F)cc32)cc(OC)c1OC | i | -1 | i | i | i | 2 | i | i | 0.3 | i | i
O=C(CSc1ccccc1)Nc1ccc(C(=O)Nc2ccc(O)cc2)cc1 | i | -1 | . | . | i | 15 | i | i | -0.4 | i | .
Cc1cc(C)cc(NS(=O)(=O)c2ccc(NC(=S)Nc3ccccc3)cc2)c1 | i | 7 | i | i | i | 2 | i | i | 0.7 | i | i
Cc1ccc(C(=O)N2CCN(S(=O)(=O)c3ccc(C(C)C)cc3)CC2)s1 | 15* | -19 | i | i | i | -11 | i | -13* | -0.1 | i | i
O=[N+]([O-])c1ccc(S(=O)(=O)N2CCN=C2SCc2ccc(F)cc2)cc1 | i | -8 | i | i | i | -3 | i | i | -0.3 | i | i
CC1CC(C)(C)NC(=S)O1 (configuration not stated) | i | 8&-9 | i | i | i | -5&-2 | i | i | -0.3&-0.2 | i | i
Cc1cc(NCc2ccccc2)nc(N2CCOCC2)n1 | i | -20 | i | i | i | 7 | -6* | i | 0.2 | i | i
C=CCOc1ccccc1CN1CCC(n2nccc2NC(=O)C2CC2)CC1 | i | -8 | . | . | i | 4 | i | i | -21 | i | .
S=C(c1ccc(-c2ccccc2Cl)o1)N1CCOCC1 | i | 5 | i | i | i | -5 | i | i | 2.6 | i | i
Cc1nc2ccccn2c1C(=O)NN=C1CCN(C)CC1 | i | 8 | i | i | i | -9 | i | i | 0.0 | i | i
COc1ccc(N2CCN(CCCNC(=O)CN3C(=O)COc4ccccc43)CC2)cc1 | i | -10 | i | i | i | -12 | i | i | -0.1 | i | i
O=C(CCCn1c(=O)[nH]c2ccc(Br)cc2c1=O)NCc1ccc(Cl)cc1 | i | -2 | i | i | i | -9 | i | i | 0.2 | i | i
Cc1cc2nc(-c3ccc(NC(=O)C(C)C)cc3)oc2cc1C | i | 2 | i | i | i | -5 | i | i | 2.4 | i | i
Cc1cc(=O)oc2cc(OCC3CC(c4ccccc4Cl)=NO3)ccc12 (configuration not stated) | i | -7 | i | i | i | -6 | i | i | 0.4 | i | i
CC(C)C(=O)O/N=C1\CCS(=O)(=O)c2sccc21 | i | 14 | i | i | i | -16 | i | i | 0.5 | i | i
COc1ccc(NC(=O)CCNS(=O)(=O)c2ccc3c(c2)c(=O)n(C)c(=O)n3C)cc1OC | i | -3 | i | i | i | 0 | i | i | 0.4 | i | i
CS(=O)(=O)C1=C(O)C(=O)N(c2ccccc2)C1c1ccccc1 (configuration not stated) | i | 5 | i | i | i | -3 | i | i | -0.1 | i | i
O=C(Nc1ccccn1)c1sc2cc([N+](=O)[O-])ccc2c1Cl | i | 6 | i | i | i | -2 | i | i | 3.3 | i | i
COc1ccc(NS(=O)(=O)c2cccc(C(=O)N3CCN(c4ccccc4O)CC3)c2)cc1 | i | 6 | i | i | i | 39 | i | i | 0.2 | i | i
Cc1ccc(-c2nn(C)c(=O)c3ccccc23)cc1S(=O)(=O)NCCN(C)C | i | -1 | i | i | i | -4 | i | i | -0.1 | i | i
CS(=O)(=O)N1CCCC(C(=O)NCCCN2CCOCC2)C1 (configuration not stated) | i | -1 | i | i | i | 1 | i | i | 0.0 | i | i
O=C(CSc1nnc2c(Cl)cc(C(F)(F)F)cn12)Nc1ccc2c(c1)OCO2 | i | 9 | i | i | i | 14 | i | i | 0.0 | i | i
COC(=O)c1cc2c(ccn2-c2ccc(F)cc2)n1CC(=O)OC(C)C | i | 9 | i | i | i | 5 | i | i | 0.6 | i | i
CCOc1ccc(/C=C/C(=O)OCC(=O)NCCc2ccc(OCC)c(OCC)c2)cc1OC | i | 3 | i | i | i | 2 | i | i | 1.0 | i | i
Cc1ccc(-n2nnc3c(=O)n(CC(=O)N4CCCC4)cnc32)cc1 | i | 0 | i | i | i | -6 | i | i | 0.1 | i | i
CC(=O)c1cccc(Nc2nc(-c3ccccc3)nc3ccccc23)c1 | i | 5 | i | i | i | -3 | i | i | -0.6 | i | i
CCCS(=O)(=O)c1c(S(=O)(=O)CCC)c2c(N)cccn2c1C(=O)c1ccc(Br)cc1 | i | -3 | i | i | i | 24 | i | i | 0.3 | i | i
CCOC(=O)c1cccc(NC(=O)CCNS(=O)(=O)c2cccc3nonc23)c1 | i | 0 | i | i | i | -3 | i | i | -0.3 | i | i
CC(=O)Nc1ccc(NC(=O)c2ccccc2N(C)S(C)(=O)=O)cc1 | i | -1 | i | i | i | -3 | i | i | 0.3 | i | i
Cc1ccccc1N1CC(O)(c2ccccc2)[N+]2=C1SCC2 (configuration not stated) | i | -3 | i | i | i | -5 | i | i | 0.5 | i | i
N#CCc1ccc(NC(=O)c2ccc(CN3CCc4ccccc4C3)cc2)cc1 | i | 3 | i | i | i | 3 | i | i | 1.2 | i | i
O=C(COc1ccc(S(=O)(=O)NCc2ccccc2)cc1)NCC1CCCO1 (configuration not stated) | i | -3 | i | i | i | -3 | i | i | -2.6 | i | i
CCC1(C)Cc2ccccc2-c2nc(NCCCO)n(C)c(=O)c21 (configuration not stated) | i | . | i | i | i | -3 | i | i | . | i | i
CN(CC(=O)Nc1ccc(F)cc1)C(=O)CSc1ncccn1 | i | -10 | i | i | i | -6 | i | i | -0.2 | i | i
Cc1ccc(-c2c[n+](CC(=O)Nc3c(C)cccc3C)c3n2CCC3)cc1 | i | -13 | i | i | i | -3 | i | i | 0.0 | i | i
COc1ccc(NC(=O)c2cc(-c3ccccc3)on2)cc1OC | i | 3 | i | i | i | -6 | i | i | -7.9 | i | i
O=C(OCC(=O)N1CCCCCC1)c1ccc(Cl)c(S(=O)(=O)N2CCCC2)c1 | i | 3 | i | i | i | -6 | i | i | 0.5 | i | i
COC(=O)c1ccc2nccnc2c1 | i | -9 | i | i | i | -1 | i | i | -0.2 | i | i
O=C(NC1CC(=O)c2sccc21)c1cccc(C(F)(F)F)c1 (configuration not stated) | i | 13 | i | i | i | 1 | i | i | -0.2 | i | i
CCOC(=O)Cn1c(CN2CC(C)OC(C)C2)nc2c1c(=O)n(C)c(=O)n2C (configuration not stated) | i | 1 | i | i | i | -1 | i | i | 0.0 | i | i
COc1cc(/C=C(\C#N)C(=O)NCC2CCCO2)c([N+](=O)[O-])cc1OC (configuration not stated) | i | 1 | i | i | i | 1 | i | i | -0.3 | i | i
O=C1NCCN(Cc2c(F)cccc2Cl)C1CC(=O)N1CCCCO1 (configuration not stated) | i | 3 | i | i | i | 5 | i | i | -0.3 | i | i
Cc1ncsc1C(=O)Nc1cccc(C(F)(F)F)c1 | i | 4 | i | i | i | 4 | i | i | -2.6 | i | i
O=C(c1ccc2c(c1)OCO2)N1CCC2(CC1)Oc1ccc(Cl)cc1C(=O)C21CC(c2ccc(Cl)cc2)=NO1 (configuration not stated) | i | 1 | . | . | i | 13 | . | i | -0.3 | i | .

Fetched one by one from the list above, two records:
SMILES | TRPC6 activator | Platelet DG rel | MrgX1 ag | MrgX1 antagonist | RGS4 pot | SKKanGAS inh | TRPC4 block | TRPC6 inhibitor | HIF activator | RGS4 inh | MrgX1 PAM
COC(=O)c1ccc2nccnc2c1 | i | -9 | i | i | i | -1 | i | i | -0.2 | i | i
O=C(NC1CC(=O)c2sccc21)c1cccc(C(F)(F)F)c1 (configuration not stated) | i | 13 | i | i | i | 1 | i | i | -0.2 | i | i
